Bioassay records from PubChem BioAssay.
D1 antagonist: Antagonist of Human D 1 Dopamine Receptor: qHTS; D(1A) dopamine receptor (Homo sapiens), P21728; HEK293 TREx D1 cells, calcium flux, dopamine EC80; active compounds read low; activity change, negative = inhibition, % at 10 µM; hit rate 3.2% among 360,000; AID 504652, 2011; in the data active = activity change below about -30%; note: % is set by controls: 0 for no effect and ±100 for the full control effect
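Tetracycline-induced HEK293 Trex D1 cells, force-coupled to calcium, dye-loaded; compounds added and read 180 s, then EC80 dopamine added and calcium flux tracked kinetically another 180 s.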
D1 PAM: Potentiators of Human D1 Dopamine Receptor: qHTS; D(1A) dopamine receptor (Homo sapiens), P21728; HEK293 TREx D1 cells, calcium flux, dopamine EC20 potentiation; potentiation, % at 10 µM; hit rate 0.036% among 360,000; in the data active = potentiation above about 30%; note: 0% is about no effect
RXFP1 antag: qHTS Assay for Antagonists of the Relaxin Receptor RXFP1; AID 1259400, 2018; Relaxin receptor 1 (Homo sapiens), Q9HBX9; HEK293-RXFP1, relaxin-stimulated cAMP HTRF, 30 min; active compounds read low; activity change, negative = inhibition, % at 57.5 µM; hit rate 0.59% among 350,000;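 active = activity change of -60% or lower, but not beyond a set lower limit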; note: % is set by controls: 0 for no effect and ±100 for the full control effect
D2 antagonist: HTS Assay for Allosteric Antagonists of the Human D2 Dopamine Receptor: Primary Screen for Antagonists. hit rate 2% among 340,000. D(2) dopamine receptor (Homo sapiens), P14416. inhibition, % at 10 µM. HEK293 TREx D2 cells, calcium flux, dopamine EC80. AID 485344, 2010; in the data active = inhibition above about 30%; note: 0% is about no effect
Target sequence (P14416 whole entry, looked up): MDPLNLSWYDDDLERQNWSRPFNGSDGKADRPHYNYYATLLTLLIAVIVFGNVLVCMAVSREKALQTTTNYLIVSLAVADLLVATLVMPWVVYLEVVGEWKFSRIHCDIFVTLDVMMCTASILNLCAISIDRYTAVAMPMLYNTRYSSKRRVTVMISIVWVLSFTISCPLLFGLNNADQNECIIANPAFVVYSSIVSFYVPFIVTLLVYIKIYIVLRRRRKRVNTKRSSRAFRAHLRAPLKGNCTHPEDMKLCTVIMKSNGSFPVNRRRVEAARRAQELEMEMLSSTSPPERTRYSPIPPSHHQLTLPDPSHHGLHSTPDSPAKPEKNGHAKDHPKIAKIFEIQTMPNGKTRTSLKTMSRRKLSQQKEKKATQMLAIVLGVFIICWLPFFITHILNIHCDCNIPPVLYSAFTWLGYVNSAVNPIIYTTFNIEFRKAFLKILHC
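In this primary screen, negative modulation is detected by tracking calcium flux after an EC80 dopamine challenge in inducible HEK293 T-REx D2 cells preexposed to test compound for 180 s.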
D1 agonist: Allosteric Agonists of the Human D1 Dopamine Receptor: qHTS. HEK293 T-REx D1 cells, calcium flux, agonist mode. activation, % at 2 µM. hit rate 1% among 360,000. AID 504660, 2011; note: 0% is about no effect
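Inducible HEK293 T-REx D1 cells, force-coupled to calcium signalling, were plated at 4000 cells/well with tetracycline and held overnight at 30 C. After no-wash calcium dye loading, compound-evoked calcium rise over 180 s flagged agonists.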
TRHR enhancer: qHTS for Small Molecule Agonists and Allosteric Enhancers of Human TRH Receptor: Primary Screen for Enhancers | TRHR cells, fluo-8 calcium fluorescence, EC20 TRH enhancement | enhancement, % at 2 µM | hit rate 0.66% among 360,000 | AID 493056, 2011; in the data active = enhancement above about 30%; note: 0% is about no effect
Target sequence (P34981 whole entry, looked up): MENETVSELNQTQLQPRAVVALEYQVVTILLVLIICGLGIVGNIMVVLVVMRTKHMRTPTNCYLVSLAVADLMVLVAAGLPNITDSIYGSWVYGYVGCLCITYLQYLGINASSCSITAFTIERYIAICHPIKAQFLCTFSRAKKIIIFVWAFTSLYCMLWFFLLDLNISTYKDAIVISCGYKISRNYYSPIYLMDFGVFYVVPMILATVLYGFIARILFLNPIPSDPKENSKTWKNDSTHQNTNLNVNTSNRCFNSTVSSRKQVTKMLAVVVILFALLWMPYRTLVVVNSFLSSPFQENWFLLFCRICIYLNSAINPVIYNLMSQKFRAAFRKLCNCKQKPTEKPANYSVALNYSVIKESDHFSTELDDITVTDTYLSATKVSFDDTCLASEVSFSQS
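Enhancer read-out: after compound pinning and an initial kinetic agonist-mode read, an EC20 of TRH (10 nM final) was injected and fluo-8 calcium signal (Ex 480/Em 530) followed at 1 s/cycle for 100 cycles in TRHR-expressing cells.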
TRHR agonist: qHTS for Small Molecule Agonists and Allosteric Enhancers of Human TRH Receptor: Primary Screen for Agonists | Thyrotropin-releasing hormone receptor (Homo sapiens), P34981 | TRHR cells, calcium flux fluo-8, FDSS agonist mode | activation, % at 2 µM | hit rate 0.18% among 360,000 | AID 493084, 2011; note: 0% is about no effect
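Read-out: compound-evoked intracellular calcium rise in TRHR cells, fluo-8 dye, kinetic FDSS fluorescence at 1 s/cycle following a 10-cycle baseline. Cells cultured overnight before dye loading (30 min–1.5 h, RT).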
D2 potentiator: HTS Assay for Positive Allosteric Modulators of the Human D2 Dopamine Receptor: Primary Screen for Potentiators; D(2) dopamine receptor (Homo sapiens), P14416; HEK293 T-REx D2, calcium flux, EC20 dopamine potentiation; potentiation, % at 10 µM; hit rate 0.34% among 340,000; AID 485347, 2010;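 active = potentiation over 3 SD above the plate norm, cut at about 30% in these data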; note: 0% is about no effect
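Cells plated with tetracycline inducer and held overnight at 30 C; calcium dye loaded 30–90 min at room temperature; baseline taken, compound added and read 180 s; EC20 dopamine then added and read 180 s.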
D2 ag: HTS Assay for Allosteric Agonists of the Human D2 Dopamine Receptor: Primary Screen for Agonists; activation, % at 2 µM; hit rate 0.53% among 340,000; HEK293 T-REx D2 cells, calcium flux agonist mode;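 active = activation over 3 SD above normal in the single-dose calcium agonist read, cut at about 30% in these data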; note: 0% is about no effect
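Agonism scored from kinetic calcium signal (1 read/sec, 180 s) following compound pin transfer, after a 10 s baseline. Cells: HEK293 Trex line expressing inducible D2 receptor coupled to calcium, dye-loaded after overnight culture at 30 C.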
Active calls of the source: *; x = not tested or not shown; & = joins results of further samples. Cut-off read from the data, not from the text of the source, unless noted: active = activation above about 30%; inactive = the rest. An unsorted share of the library; 7.1% or so of the library scored in one or more.

1) COc1cc(CNc2ccc3[nH]c(=O)[nH]c3c2)cc(Br)c1OCc1ccc(F)cc1
2) Cc1ccc(C(=O)Nc2ccc(N3CCOCC3)c3nonc23)cc1[N+](=O)[O-]
3) CC(C)Cc1cc(C(=O)O)n[nH]1
4) CCOC(=O)CSc1nc(C)c(C(=O)OCC)s1
5) Cc1ccccc1OCCC(=O)Nc1ccc(F)c(Cl)c1
6) O=C(NC(=S)Nc1ccc(S(=O)(=O)N2CCCCCC2)cc1)c1cccs1
7) COc1cccc(CN(C(=O)c2ccc([N+](=O)[O-])cc2)C2CCS(=O)(=O)C2)c1 (stereo not drawn)
8) COC(=O)C(Cc1ccccc1)NC(=O)CCCC(=O)NCc1cccc(OC)c1 (stereo not drawn)
assay / entry | 1 | 2 | 3 | 4 | 5 | 6 | 7 | 8
D2 potentiator | 8&-19 | 23 | 2 | x | -6 | 5 | -4 | -3
D2 ag | 0.2&-1.7 | 3.3 | 0.7 | 3.8 | -0.1 | -0.5 | 1.3 | -0.1
D1 PAM | -1&0 | -7 | -4 | 7 | -8 | -7 | -3 | -4
TRHR agonist | 0.3&-0.9 | -0.3 | 0.6 | 0.2 | 1.0 | 0.9 | -0.3 | -0.5
D1 antagonist | -5&-14 | -2 | 1 | -35* | -3 | 3 | 2 | -14
RXFP1 antag | -7&2 | -13 | 10 | -7 | -9 | -10 | 1 | -2
TRHR enhancer | 0&-1 | 7 | 10 | -1 | -10 | -2 | -2 | 5
D2 antagonist | 3 | -1 | -19 | 6 | -1 | 7 | -4 | -13
D1 agonist | 1&4 | 6 | 2 | 2 | 7 | 1 | 5 | 3

9) O=C(O)/C(=C\c1cccc(O)c1)c1ccc(S(=O)(=O)N2CCCC2)s1
10) CCOC(=O)c1cnn(-c2ccccc2)c1NC(=O)c1ccccc1C
11) O=C(CSc1nnnn1C1CCCCC1)N1c2ccccc2Sc2ccccc21
12) O=C(CCS(=O)(=O)c1cccc2nsnc12)NC1CCCCCC1
13) Clc1cccc(Cl)c1Cn1cc(Br)cn1
14) C/C(=N\NC(=O)CNc1ccc(F)cc1)c1cc2ccccc2o1
15) Cc1ccc2cccc(NC(=O)c3ccc(-c4cccc([N+](=O)[O-])c4)o3)c2n1
16) CC1(C)Oc2ccc3ccc(=O)oc3c2[C@H](O)[C@H]1O
assay / entry | 9 | 10 | 11 | 12 | 13 | 14 | 15 | 16
D2 potentiator | -5 | -2 | -7 | 12 | 9 | 1 | -8 | 6
D2 ag | 25 | 0.5 | -1.9 | 0.1 | -1.1 | -7.6 | x | 0.1
D1 PAM | 0 | -6 | -2 | 2 | -2 | -5 | -1 | 2
TRHR agonist | 0.8 | 0.0 | -0.4 | -0.1 | 0.2 | -0.7 | 3.6 | -0.1
D1 antagonist | -8 | -10 | 31 | -29 | -1 | -40* | -8 | x
RXFP1 antag | 0 | -4 | -2 | 4 | 1 | -20 | x | x
TRHR enhancer | 5 | 1 | -2 | 2 | 5 | -5 | 2 | -3
D2 antagonist | 42* | 1 | -9 | -1 | 5 | 2 | x | 11
D1 agonist | 2 | 1 | 1 | -1 | 2 | 2 | 0 | 1

17) Cc1ccc(N2CC(C(=O)NCc3n[nH]c(=O)c4ccccc34)CC2=O)cc1 (stereo not drawn)
18) CCCCCOC(=O)c1c(N)n(CCOC)c2nc3ccccc3nc12
19) CCOC(=O)Cc1csc(SCC(=O)NC2CCS(=O)(=O)C2)n1 (stereo not drawn)
20) Cc1ccc2nsnc2c1S(=O)(=O)N1CCN(CCc2ccccc2)CC1
21) CCOc1ccc(NC(=S)N2CCN(S(=O)(=O)c3ccccc3)CC2)cc1
22) O=[N+]([O-])c1ccc(Cl)c(/C=N/n2c(COc3ccccc3)n[nH]c2=S)c1
23) Cc1cc(C)cc(N(CC(=O)NCC2CCCO2)C(=O)CCC(=O)Nc2nccs2)c1 (stereo not drawn)
24) CC1CCCN(S(=O)(=O)c2ccc3c(c2)c(=O)nc2ccccn23)C1 (stereo not drawn)
assay / entry | 17 | 18 | 19 | 20 | 21 | 22 | 23 | 24
D2 potentiator | -4 | 0 | -6 | -9 | -9 | -2 | 2 | -4
D2 ag | -0.9 | 0.5 | 0.5 | 0.5 | 39* | -1.2 | -1.3 | -3.0&0.1
D1 PAM | -1 | -5 | -6 | 3 | 0 | -5 | -6 | -8&1
TRHR agonist | 0.3 | -0.9 | 0.2 | -0.4 | -0.2 | -0.3 | 0.0 | -0.1&1.0
D1 antagonist | 9 | 16 | -4 | 4 | -2 | -5 | 19 | -15&-8
RXFP1 antag | -5 | 3 | 2 | 10 | 4 | x | -10 | 6&-7
TRHR enhancer | -1 | -10 | 27 | -1 | 1 | 2 | 7 | -3&-8
D2 antagonist | -12 | 7 | -5 | 1 | 16 | 0 | -8 | -4
D1 agonist | 0 | 0 | 0 | 0 | 2 | 0 | 2 | 0&2

Next section, overlapping the part above by 4 compounds.
21) CCOc1ccc(NC(=S)N2CCN(S(=O)(=O)c3ccccc3)CC2)cc1
22) O=[N+]([O-])c1ccc(Cl)c(/C=N/n2c(COc3ccccc3)n[nH]c2=S)c1
23) Cc1cc(C)cc(N(CC(=O)NCC2CCCO2)C(=O)CCC(=O)Nc2nccs2)c1 (stereo not drawn)
24) CC1CCCN(S(=O)(=O)c2ccc3c(c2)c(=O)nc2ccccn23)C1 (stereo not drawn)
25) CCOc1ccc(NS(=O)(=O)c2cc(NC(=O)c3ccc(C)cc3)ccc2Cl)cc1
26) CCOc1ccc(Nc2nc3c(C)cccc3cc2C#N)cc1
27) Fc1ccc(-n2nnc(-c3cccnc3)n2)cc1
28) COc1cccc(C(=O)NCCS(=O)(=O)N2CCCC2)c1
29) COc1ccc(C(=O)NCCCNC(=O)c2cccnc2)cc1OC
30) COc1ccc(S(=O)(=O)N2CCCC(C(=O)NC3CC3)C2)cc1Cl (stereo not drawn)
31) O=C(Cc1c(Cl)cccc1Cl)NC1CC1
32) O=C(CCS(=O)(=O)c1ccccc1)NCc1ccccc1
assay / entry | 21 | 22 | 23 | 24 | 25 | 26 | 27 | 28 | 29 | 30 | 31 | 32
D2 potentiator | -9 | -2 | 2 | -4 | -13 | -5 | 0 | -12 | -1 | 0 | 8 | 9
D2 ag | 39* | -1.2 | -1.3 | -3.0&0.1 | -0.5 | 0.7 | -0.1 | 0.3 | 1.4 | 0.6 | 0.5 | 0.9
D1 PAM | 0 | -5 | -6 | -8&1 | -1 | -7 | -4 | 2 | x | 3 | 2 | -1
TRHR agonist | -0.2 | -0.3 | 0.0 | -0.1&1.0 | 0.6 | 0.7 | -0.5 | -0.2 | 0.4 | 0.3 | 0.5 | 0.4
D1 antagonist | -2 | -5 | 19 | -15&-8 | -13 | 19 | 4 | -9 | -7 | -23 | -5 | -5
RXFP1 antag | 4 | x | -10 | 6&-7 | 9 | 0 | x | 10 | -19 | 6 | -10 | 3
TRHR enhancer | 1 | 2 | 7 | -3&-8 | 3 | 16 | 1 | -2 | -1 | -2 | -3 | -10
D2 antagonist | 16 | 0 | -8 | -4 | -11 | 8 | -1 | 9 | 4 | 3 | 2 | -6
D1 agonist | 2 | 0 | 2 | 0&2 | 5 | 5 | -4 | 4 | 7 | -3 | 2 | 2

Random excerpt: 2 records from the list
30) COc1ccc(S(=O)(=O)N2CCCC(C(=O)NC3CC3)C2)cc1Cl (stereo not drawn)
32) O=C(CCS(=O)(=O)c1ccccc1)NCc1ccccc1
assay / entry | 30 | 32
D2 potentiator | 0 | 9
D2 ag | 0.6 | 0.9
D1 PAM | 3 | -1
TRHR agonist | 0.3 | 0.4
D1 antagonist | -23 | -5
RXFP1 antag | 6 | 3
TRHR enhancer | -2 | -10
D2 antagonist | 3 | -6
D1 agonist | -3 | 2

Next section.
33) O=C(CN1C(=O)c2ccccc2S1(=O)=O)NCCc1ccccc1
34) Cc1cc(NCCCN2CCOCC2)n2nc(C)c(-c3ccc(F)cc3)c2n1
35) COc1cc(CC(=O)OCC(=O)N2C(C)CCCC2C)cc(OC)c1OC (stereo not drawn)
36) CCc1cccc(NC(=O)Cn2c(=O)c(C(F)(F)F)nc3ccccc32)c1
37) O=[N+]([O-])c1ccc(N2CCN(c3ccc(F)cc3)CC2)cn1
38) Cn1c(N)c(C(=O)CN2CCc3ccccc3C2)c(=O)n(C)c1=O
39) CC1CN(C(=O)N2CCC(C(=O)NCCCc3ccccc3)CC2)c2ccccc2O1 (stereo not drawn)
40) CN1C(c2ccc(F)cc2)=CS/C1=C(/C#N)c1nnc(N2CCOCC2)n1-c1ccccc1
assay / entry | 33 | 34 | 35 | 36 | 37 | 38 | 39 | 40
D2 potentiator | x | -5 | -9 | -2 | -15 | -1 | 8 | 4
D2 ag | x | x | 1.0 | 0.7 | -0.4 | 1.2 | -0.9 | -0.6
D1 PAM | -1 | -4 | 1 | 7 | -5 | 2 | -4 | 1
TRHR agonist | 0.2 | -0.4 | -0.5 | 0.6 | 0.3 | 1.6 | -0.2 | 14
D1 antagonist | -1 | 15 | 1 | 36 | -15 | 8 | 8 | 26
RXFP1 antag | -6 | 7 | -5 | x | -7 | -5 | -2 | -5
TRHR enhancer | 4 | 8 | 3 | -2 | 3 | 2 | -1 | -1
D2 antagonist | x | x | 16 | x | -7 | -7 | x | -6
D1 agonist | 0 | 1 | 6 | 3 | 3 | 1 | 5 | 3

41) Cc1ccc(C)c(N2CCN(S(=O)(=O)c3cc(Br)cc4c3N(C(=O)C3CC3)CC4)CC2)c1
42) CCS(=O)(=O)c1ccc(C(=O)Nc2ccccc2)c(Cl)c1Cl
43) N#Cc1cccc(NC(=O)COC(=O)Cn2nc(-c3ccccc3)oc2=O)c1
44) COC(=O)c1cc2sccc2n1CC(=O)N1CCCc2ccccc21
45) CCN1C(=O)c2cccc3c(NC(=O)c4cccc(N5C(=O)CCC5=O)c4)ccc1c23
46) COc1ccc(NC(=O)CSc2ncnc3c2cnn3Cc2ccccc2)cc1
assay / entry | 41 | 42 | 43 | 44 | 45 | 46
D2 potentiator | 0 | 24 | -3 | 16 | -8 | 3
D2 ag | -0.1 | -0.1 | -1.1 | -0.9 | -1.3 | 0.4
D1 PAM | 1 | 6 | x | 6 | 1 | -2
TRHR agonist | 0.2 | 0.6 | -0.2 | -0.8 | 0.5 | -0.9
D1 antagonist | -3 | 10 | -85* | 6 | 0 | x
RXFP1 antag | x | -11 | -1 | 14 | -7 | -7
TRHR enhancer | -5 | 13 | -8 | 0 | 0 | 2
D2 antagonist | x | 6 | 9 | -2 | -3 | -2
D1 agonist | -1 | 3 | 18 | 1 | 1 | 2
